IL1B cytotox: toxic to HUVEC cells under IL-1B stimulation; AID 845; HUVEC cell count loss, Hoechst imaging, IL-1B stimulated; cell count reduction, % at 2 µM; 0.41% of 94,000 active;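 active = cell count reduction more than 3 SD above the screen-wide mean, cut at about 70% in these data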;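 note: normalized per plate to untreated control cells as the no-loss baseline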
Calb biofilm kill: kills Candida albicans biofilms. C. albicans biofilm + clotrimazole, Alamar Blue. inhibition, % at 6 µM. 0.14% of 85,000 active. AID 834;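 active = inhibition above 20%; inactive = inhibition below 20%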;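 note: preformed 24 hr biofilms exposed to compound for 48 hr; 0% = biofilm without compound and 100% = blank killed by clotrimazole plus chlorhexidine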
DAT uptake mod: changed human dopamine transporter uptake under cocaine IC80; LLC-PK1 hDAT cells, [14C]-dopamine uptake with cocaine IC80; actives deviate in either direction; 1.3% of 110,000 active; B-score at 10 µM;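 active = Z score or B-score, a plate-position-corrected score, falls beyond the plate's 99.7% confidence bounds, in either direction; inactive = both scores lie inside the 99.7% bounds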;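 note: scored against the spread of the other compound wells on the same plate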
PTPN22 inh 2: LYP (human) phosphatase inhibition; Q9Y2R2; recombinant LYP catalytic domain, DiFMUP fluorescence; inhibition, % at 2 µM; 0.21% of 96,000 active; AID 640;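 active = inhibition at 2 µM at or above a set limit, the screen mean plus 3 SD, cut at about 24% in these data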;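 note: 0% = DMSO with enzyme and 100% = enzyme fully blocked by orthovanadate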
TNFa cytotox: HUVEC cytotoxicity counter-screen, TNF alpha stimulated; HUVEC TNFalpha-stimulated, Hoechst cell count, imaging; cell count reduction, % at 2 µM; 0.17% of 93,000 active;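 active = cell count reduction exceeding the screen mean by over 5 SD, scaled to untreated wells per plate, cut at about 78% in these data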;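 note: cells counted after 24 h of TNF alpha exposure following the 1 h pretreatment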
Smad3 FoxH1 inh: Smad3 (human) transcription factor binding inhibition; TR-FRET Smad3/Dy647-FoxH1 peptide binding, europium anti-His; inhibition, % at 25 µM; 0.29% of 88,000 active; P84022;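 active = compounds that reduce the energy-transfer binding signal between the protein and its labelled peptide by more than half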;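 note: 0% = Smad3 plus labelled peptide maximal FRET and 100% = peptide-only background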
Target sequence (P84022 whole entry, looked up): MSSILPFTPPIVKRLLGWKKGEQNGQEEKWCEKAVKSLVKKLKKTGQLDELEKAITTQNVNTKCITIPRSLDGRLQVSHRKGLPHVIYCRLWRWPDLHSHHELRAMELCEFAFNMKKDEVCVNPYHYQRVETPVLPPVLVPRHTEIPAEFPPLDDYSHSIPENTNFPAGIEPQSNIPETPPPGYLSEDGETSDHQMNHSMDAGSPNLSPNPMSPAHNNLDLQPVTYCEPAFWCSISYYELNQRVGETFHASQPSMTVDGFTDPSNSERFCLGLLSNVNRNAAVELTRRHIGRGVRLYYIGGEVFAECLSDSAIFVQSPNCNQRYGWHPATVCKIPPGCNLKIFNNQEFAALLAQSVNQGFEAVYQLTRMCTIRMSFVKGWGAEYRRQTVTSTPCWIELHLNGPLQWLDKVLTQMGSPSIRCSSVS
cytoskel mod: cytoskeleton assembly modification; HUVEC TNFa F-actin phalloidin imaging, high content; inhibition, % at 2 µM; 0.18% of 91,000 active;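 active = inhibition above the batch mean plus 3 SD and confirmed as a hit by visual image inspection, cut at about 30% in these data, passing the limit was not always enough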; note: strong numbers were not always called active
MT1-MMP txn act: MT1-MMP promoter transcription activation; HT1080 MT1-MMP promoter luciferase reporter, luminescence, overnight; active compounds read high; activation factor at 10 µM; 0.16% of 86,000 active; AID 750;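 active = activation factor of at least 2 for MT1-MMP transcription at 10 µM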
VCAM1 TNFa inh: reduces TNF alpha induced VCAM1 expression in HUVEC. HUVEC TNFa-induced VCAM-1 immunofluorescence, high-content imaging. 0.48% of 95,000 active. inhibition, % at 2 µM;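 active = inhibition above the batch mean plus 3 SD, with images confirmed as a hit by eye, cut at about 37% in these data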;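 note: 0% = TNF-stimulated DMSO wells and 100% = unstimulated control wells; not every result past the cut was called active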
Numbers without * were called inactive. This is a subset, so the mix of outcomes need not match the whole.

For CN1CCN(c2ccccc2N)CC1 the results were IL1B cytotox -14, Calb biofilm kill 5, DAT uptake mod 0.15, PTPN22 inh 2 -7, TNFa cytotox -4, Smad3 FoxH1 inh 5, cytoskel mod 7 and VCAM1 TNFa inh -8.
For CCCCN1C(=O)NC(=O)C2(Cc3c(nc4ccccn4c3=O)N3CCc4ccccc4C32)C1=O (stereo unspecified) the results were IL1B cytotox 16, Calb biofilm kill 7, DAT uptake mod 0.76, PTPN22 inh 2 0, TNFa cytotox -1, Smad3 FoxH1 inh 1, cytoskel mod -9, MT1-MMP txn act 1.3 and VCAM1 TNFa inh 17.
For CCC(=O)Nc1cc(C(=O)N2CCC3(CC2)OCCO3)ccc1S(=O)(=O)c1ccc(C)cc1 the results were IL1B cytotox -77, Calb biofilm kill 3, DAT uptake mod 1.2, PTPN22 inh 2 0, TNFa cytotox -2, Smad3 FoxH1 inh -10, cytoskel mod -11, MT1-MMP txn act 1.1 and VCAM1 TNFa inh 0.
For CN1CCc2nc3ccc(F)cc3c(C(N)=O)c2C1 the results were IL1B cytotox -21, DAT uptake mod 0.16, PTPN22 inh 2 1, TNFa cytotox 8, cytoskel mod -7 and VCAM1 TNFa inh -3.
`COc1ccc(OC(=O)N(C)C)c(CN(C)C)c1` gave IL1B cytotox -2, Calb biofilm kill 7, DAT uptake mod 0.13, PTPN22 inh 2 -2, TNFa cytotox -16, Smad3 FoxH1 inh -1, cytoskel mod 6, MT1-MMP txn act 1.1 and VCAM1 TNFa inh 2.
Screening CC(=O)c1c(C)[nH]c(C(=O)N2CCC3(CC2)OCCO3)c1C returned IL1B cytotox -58, DAT uptake mod -0.16, PTPN22 inh 2 3, TNFa cytotox -11, cytoskel mod 14, MT1-MMP txn act 1 and VCAM1 TNFa inh 6.
For O=C(Nc1ccc(OC(=O)N2CCCC2)cc1)N1CCOCC1 the results were IL1B cytotox -27, Calb biofilm kill -6, DAT uptake mod -0.54, PTPN22 inh 2 -9, TNFa cytotox -6, Smad3 FoxH1 inh -6, cytoskel mod 3, MT1-MMP txn act 1.1 and VCAM1 TNFa inh -1.
COc1ccc(OC)c(-n2c(O)c(C=NCc3ccc4c(c3)OCO4)c(=O)[nH]c2=O)c1 was read as IL1B cytotox 16, Calb biofilm kill 10, DAT uptake mod 1.4, PTPN22 inh 2 1, TNFa cytotox -9, Smad3 FoxH1 inh -2, cytoskel mod 30, MT1-MMP txn act 1.1 and VCAM1 TNFa inh 12.
For Cc1ccsc1-c1nc(CSCC(=O)N2CCC3(CC2)OCCO3)c(C)o1 the results were Calb biofilm kill 0, DAT uptake mod 0.31, PTPN22 inh 2 3, TNFa cytotox -19, Smad3 FoxH1 inh 5, cytoskel mod -4, MT1-MMP txn act 1 and VCAM1 TNFa inh 8.
`O=C(Cc1cccs1)N1CCC2(CC1)OCCO2` gave IL1B cytotox -11, Calb biofilm kill 6, DAT uptake mod -0.7, PTPN22 inh 2 -8, TNFa cytotox 0, Smad3 FoxH1 inh -2, cytoskel mod 4, MT1-MMP txn act 1.1 and VCAM1 TNFa inh 17.
CC1=C(/C=C/c2ccccc2)CCN(C)C1 was read as IL1B cytotox -28, DAT uptake mod -0.28, PTPN22 inh 2 3, TNFa cytotox -3, cytoskel mod 12 and VCAM1 TNFa inh -6.
`O=C(Nc1ccc(Cl)cc1C(=O)c1ccccc1Cl)c1ccco1` gave IL1B cytotox -18, DAT uptake mod 0.0061, PTPN22 inh 2 1, TNFa cytotox -21, cytoskel mod 5 and VCAM1 TNFa inh -34.
For C=CCn1c(O)c(C(C)=NC2CC2)c(=O)[nH]c1=O the results were IL1B cytotox -38, Calb biofilm kill 5, DAT uptake mod -0.84, PTPN22 inh 2 13, TNFa cytotox -1, Smad3 FoxH1 inh 12, cytoskel mod 29, MT1-MMP txn act 1.1 and VCAM1 TNFa inh -28.
For COc1ccc(-n2c(O)c(C(C)=NC3CC3)c(=O)[nH]c2=O)cc1 the results were IL1B cytotox -11, Calb biofilm kill 3, DAT uptake mod -0.43, PTPN22 inh 2 3, TNFa cytotox 3, Smad3 FoxH1 inh 1, cytoskel mod -7, MT1-MMP txn act 1 and VCAM1 TNFa inh -19.
`CCOc1ccc(-n2c(O)c(C=NCCCn3ccnc3)c(=O)[nH]c2=O)cc1` gave IL1B cytotox -17, Calb biofilm kill 9, DAT uptake mod -0.035, PTPN22 inh 2 4, TNFa cytotox -9, Smad3 FoxH1 inh 2, cytoskel mod -7, MT1-MMP txn act 1.1 and VCAM1 TNFa inh -18.

Overlap with the part before: three entries, then new ones.
For C=CCn1c(O)c(C(C)=NC2CC2)c(=O)[nH]c1=O the results were IL1B cytotox -38, Calb biofilm kill 5, DAT uptake mod -0.84, PTPN22 inh 2 13, TNFa cytotox -1, Smad3 FoxH1 inh 12, cytoskel mod 29, MT1-MMP txn act 1.1 and VCAM1 TNFa inh -28.
For COc1ccc(-n2c(O)c(C(C)=NC3CC3)c(=O)[nH]c2=O)cc1 the results were IL1B cytotox -11, Calb biofilm kill 3, DAT uptake mod -0.43, PTPN22 inh 2 3, TNFa cytotox 3, Smad3 FoxH1 inh 1, cytoskel mod -7, MT1-MMP txn act 1 and VCAM1 TNFa inh -19.
`CCOc1ccc(-n2c(O)c(C=NCCCn3ccnc3)c(=O)[nH]c2=O)cc1` gave IL1B cytotox -17, Calb biofilm kill 9, DAT uptake mod -0.035, PTPN22 inh 2 4, TNFa cytotox -9, Smad3 FoxH1 inh 2, cytoskel mod -7, MT1-MMP txn act 1.1 and VCAM1 TNFa inh -18.
Screening Cc1cc(S(=O)(=O)NCc2ccccc2)ccc1OCC(=O)N1CCN(C)CC1 returned IL1B cytotox -99, Calb biofilm kill 5, DAT uptake mod 0.18, PTPN22 inh 2 -9, TNFa cytotox -7, Smad3 FoxH1 inh 4, cytoskel mod -6, MT1-MMP txn act 1 and VCAM1 TNFa inh 8.
Screening CCOCC(=O)NC1CCSC1=O (stereo unspecified) returned IL1B cytotox -8, Calb biofilm kill 6, DAT uptake mod -0.024, PTPN22 inh 2 8, TNFa cytotox -58, Smad3 FoxH1 inh -6, cytoskel mod 41, MT1-MMP txn act 1 and VCAM1 TNFa inh -38.
For CNCC(O)c1cccc(OC(=O)c2ccccc2C)c1 (stereo unspecified) the results were IL1B cytotox 0, Calb biofilm kill 9, DAT uptake mod 0.96, PTPN22 inh 2 -6, TNFa cytotox 11, Smad3 FoxH1 inh 3, cytoskel mod 2, MT1-MMP txn act 1.1 and VCAM1 TNFa inh -8.
`CCCCCCn1c(O)c(C=Nc2c(C)n(C)n(-c3ccccc3)c2=O)c(=O)[nH]c1=O` gave Calb biofilm kill 6, DAT uptake mod -0.081, PTPN22 inh 2 -14, TNFa cytotox -25, Smad3 FoxH1 inh 3, cytoskel mod 7, MT1-MMP txn act 0.9 and VCAM1 TNFa inh 14.
For O=C(N/N=C1/CN2CCC1CC2)c1cccc(O)c1 the results were IL1B cytotox 0, Calb biofilm kill 8, DAT uptake mod 0.14, PTPN22 inh 2 -23, TNFa cytotox 7, Smad3 FoxH1 inh 12, cytoskel mod -27, MT1-MMP txn act 1.1 and VCAM1 TNFa inh -3.
N=c1c[n+](CC23CC4CC(CC(C4)C2)C3)[n-]o1 was read as IL1B cytotox -14, DAT uptake mod 0.3, PTPN22 inh 2 1, TNFa cytotox -22, cytoskel mod 26, MT1-MMP txn act 0.9 and VCAM1 TNFa inh 4.
For OC(CNC1CCCCC1)c1ccccc1 (stereo unspecified) the results were IL1B cytotox -185, Calb biofilm kill 9, DAT uptake mod 0.49, PTPN22 inh 2 4, TNFa cytotox -8, Smad3 FoxH1 inh -8, cytoskel mod 1, MT1-MMP txn act 1 and VCAM1 TNFa inh 1.
Oc1ccc(Br)cc1CN1CCN(c2ccccc2)CC1 was read as IL1B cytotox -59, Calb biofilm kill 1, DAT uptake mod -0.61, PTPN22 inh 2 -5, TNFa cytotox -7, Smad3 FoxH1 inh -3, MT1-MMP txn act 1.1 and VCAM1 TNFa inh -16.

Reprinted from above for reference:
For CNCC(O)c1cccc(OC(=O)c2ccccc2C)c1 (stereo unspecified) the results were IL1B cytotox 0, Calb biofilm kill 9, DAT uptake mod 0.96, PTPN22 inh 2 -6, TNFa cytotox 11, Smad3 FoxH1 inh 3, cytoskel mod 2, MT1-MMP txn act 1.1 and VCAM1 TNFa inh -8.
`CCCCCCn1c(O)c(C=Nc2c(C)n(C)n(-c3ccccc3)c2=O)c(=O)[nH]c1=O` gave Calb biofilm kill 6, DAT uptake mod -0.081, PTPN22 inh 2 -14, TNFa cytotox -25, Smad3 FoxH1 inh 3, cytoskel mod 7, MT1-MMP txn act 0.9 and VCAM1 TNFa inh 14.

Part of the list above in order of length of the SMILES, descending.
For O=C(N/N=C1/CN2CCC1CC2)c1cccc(O)c1 the results were IL1B cytotox 0, Calb biofilm kill 8, DAT uptake mod 0.14, PTPN22 inh 2 -23, TNFa cytotox 7, Smad3 FoxH1 inh 12, cytoskel mod -27, MT1-MMP txn act 1.1 and VCAM1 TNFa inh -3.
For CNCC(O)c1cccc(OC(=O)c2ccccc2C)c1 (stereo unspecified) the results were IL1B cytotox 0, Calb biofilm kill 9, DAT uptake mod 0.96, PTPN22 inh 2 -6, TNFa cytotox 11, Smad3 FoxH1 inh 3, cytoskel mod 2, MT1-MMP txn act 1.1 and VCAM1 TNFa inh -8.
For OC(CNC1CCCCC1)c1ccccc1 (stereo unspecified) the results were IL1B cytotox -185, Calb biofilm kill 9, DAT uptake mod 0.49, PTPN22 inh 2 4, TNFa cytotox -8, Smad3 FoxH1 inh -8, cytoskel mod 1, MT1-MMP txn act 1 and VCAM1 TNFa inh 1.
